From PubChem
Tau filament bind: binders of human tau filaments | P10636 | recombinant tau filaments, thioflavin S fluorescence, 15 h; filaments grown with octadecylsulfate alongside compound | Potency, µM (titrated, usually from 57.1 µM), without a hit: at the top dose activity change, negative = inhibition | 71,000 compounds, 2% hits | AID 596;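 note: potency is the fitted concentration of half-maximal effect; % is set by controls: 0 for no effect and ±100 for the full control effect; actives lower thioflavin S fluorescence by blocking filaments or displacing dye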
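Quantitative HTS: thioflavine S signal from ODS-induced tau filaments, excited at 450 nm, emission 510 nm. Conditions: 1 uM tau, 30 uM ODS, 15 h at 37 C, pH 7.4.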
FLuc inh: firefly luciferase inhibition | Potency, µM (top dose mostly 57.1 µM), inactives show at the top dose activity change, negative = inhibition, most hits filed as inhibitors | AID 411 | 72,000 compounds, 2.2% hits | P08659 | purified firefly luciferase, luminescence, 8 min; note: potency is the fitted concentration of half-maximal effect; % is set by controls: 0 for no effect and ±100 for the full control effect; nearly all actives have a fitted effect of over 40% in size
Target sequence (P08659 whole entry, looked up): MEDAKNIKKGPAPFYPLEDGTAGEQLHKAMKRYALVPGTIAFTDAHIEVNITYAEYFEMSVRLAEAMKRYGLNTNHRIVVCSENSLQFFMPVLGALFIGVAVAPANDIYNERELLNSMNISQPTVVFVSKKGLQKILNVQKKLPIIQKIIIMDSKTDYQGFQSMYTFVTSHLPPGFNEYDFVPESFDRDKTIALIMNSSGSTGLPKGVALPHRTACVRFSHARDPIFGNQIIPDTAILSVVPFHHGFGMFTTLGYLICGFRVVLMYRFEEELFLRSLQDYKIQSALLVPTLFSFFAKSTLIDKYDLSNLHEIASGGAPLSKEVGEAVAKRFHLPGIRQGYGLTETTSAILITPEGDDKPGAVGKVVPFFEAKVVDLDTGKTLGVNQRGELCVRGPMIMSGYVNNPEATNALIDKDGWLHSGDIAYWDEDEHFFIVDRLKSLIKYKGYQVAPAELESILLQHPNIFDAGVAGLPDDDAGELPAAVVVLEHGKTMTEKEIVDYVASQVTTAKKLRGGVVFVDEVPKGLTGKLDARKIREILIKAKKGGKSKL
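Compounds were tested as concentration series (qHTS) against purified P. pyralis luciferase with luciferin and 10 uM ATP in 50 mM imidazole pH 7.2, 50 mM KCl, 7 mM MgCl2, 0.01% Tween 20, 0.05% BSA. Luminescence was read after 8 min at ambient temperature.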
Pol III holo inh: inhibitors of bacterial DNA polymerase III holoenzyme; reconstituted DNA polymerase III holoenzyme replication, biochemical; Potency, µM (highest dose often 57.1 µM), for inactives: at the top dose activity change, negative = inhibition; 71,000 compounds, 0.25% hits; AID 603; note: potency is the fitted concentration of half-maximal effect; % is set by controls: 0 for no effect and ±100 for the full control effect
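Reconstituted *E. coli* holoenzyme (0.35 nM Pol III, 1 nM beta, 154 nM SSB, 2 nM primase) was preincubated with compound for 15 min at RT. Synthesis on 1.4 nM ssM13Gori ran 35 min, then was stopped with PicoGreen/EDTA and read as dsDNA fluorescence.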
Hsp90 Hop PPI: changes Hsp90-Hop TPR2A binding signal, up or down | AlphaScreen TPR2A-His6 binding biotin-Hsp90 C-terminal peptide | Potency, µM (top dose mostly 57 µM), for the others: at the highest dose activity change, negative = inhibition | 71,000 compounds, 0.44% hits | AID 595; active = well fitted curve in either direction with a large enough effect; inconclusive = small, poorly fitted or top-dose-only effect, or another doubt; note: potency is the fitted concentration of half-maximal effect; % is set by controls: 0 for no effect and ±100 for the full control effect; many of its hits are not listed in these tables
Rhodamine autofl: compound autofluorescence in rhodamine spectral region; Rhodamine-region fluorescence, 547/598 nm, Tris buffer; active compounds read high; max dye-equivalent concentration, M; 59,000 compounds, 0.05% hits; AID 594; in the data active = max dye-equivalent concentration above about 11 nM; inconclusive = between about 1.1 nM and that limit
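Intensities are converted to rhodamine-equivalent concentration using a six-point rhodamine standard on each plate. Compounds sit 15 min at room temperature in 100 mM Tris buffer, pH 8.0; read uses the 547/598 nm excitation/emission pair.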
ALOX15 inhib: inhibitors of human 15-lipoxygenase (ALOX15); P16050; Potency, µM (top dose mostly 57.1 µM), inactives show at the highest dose activity change, negative = inhibition, most hits filed as inhibitors; purified 15hLO-1, xylenol orange hydroperoxide absorbance; 74,000 compounds, 1.4% hits; note: potency is the fitted concentration of half-maximal effect; % is set by controls: 0 for no effect and ±100 for the full control effect; nearly all actives have a fitted effect of over 55% in size
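Inhibition is scored from a chromogenic endpoint. After 15 min enzyme-compound contact, arachidonic acid (50 uM final) reacts 6 min with 40 nM 15hLO-1 at room temperature, then Fe-XO reagent is added for 30 min and absorbance ratio recorded.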
HBB splice mod: hemoglobin beta splicing modulation; 65,000 compounds, 0.06% hits; Potency, µM (doses to about 46.1 µM), for inactives: top-dose activation, actives largely listed as activators; HBB splicing reporter cell assay, activation; EGFP reporter with mutant IVS2-654 intron; response scale: normalised to 500 nM splice-correcting PNA; note: potency is the fitted concentration of half-maximal effect; 0% is about no effect
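Compounds were applied for 2 days to HeLa EGFP-654 cells, 500/well in Optimem with 2% FCS. The reporter's EGFP is disrupted by mis-splicing of beta-globin intron IVS2-654. Readout: summed well GFP fluorescence from 488 nm laser scanning; reference was 500 nM antisense […] 654 PNA.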
ERK AVP block: vasopressin-driven ERK pathway inhibition; HEK293-V1b, vasopressin-stimulated pERK AlphaScreen; Potency, µM (top dose mostly 57.5 µM), for inactives: at the top dose activity, negative = inhibition, actives largely listed as inhibitors; 72,000 compounds, 0.99% hits; AID 995; note: potency is the fitted concentration of half-maximal effect; % is set by controls: 0 for no effect and ±100 for the full control effect; nearly all actives have a fitted effect of over 55% in size
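qHTS, compounds titrated on V1b-expressing HEK293 cells. Preincubation 30 min at 37C, vasopressin 25 nM for 5 min, lysis 10 min, bead incubation 5 hr at room temperature.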
HADH2 inhib: inhibitors of human HADH2 dehydrogenase | recombinant HADH2, NADH fluorescence, beta-hydroxybutyryl-CoA | Potency, µM (highest dose often 57.1 µM), inactives show at the top dose activity change, negative = inhibition, usual class: inhibitors | 73,000 compounds, 3.4% hits | AID 886; note: potency is the fitted concentration of half-maximal effect; % is set by controls: 0 for no effect and ±100 for the full control effect; nearly all actives have a fitted effect of over 60% in size; many of its hits are not listed in these tables
Target sequence (Q99714 whole entry, looked up, one chain of several): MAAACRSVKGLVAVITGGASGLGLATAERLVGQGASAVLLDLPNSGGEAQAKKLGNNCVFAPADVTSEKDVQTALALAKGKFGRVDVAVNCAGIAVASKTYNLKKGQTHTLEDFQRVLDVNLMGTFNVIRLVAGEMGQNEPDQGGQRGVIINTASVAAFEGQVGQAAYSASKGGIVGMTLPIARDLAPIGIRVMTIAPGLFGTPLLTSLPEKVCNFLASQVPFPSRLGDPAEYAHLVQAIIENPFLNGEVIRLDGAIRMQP
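Buffer 100 mM Tris-HCl pH 9.0/0.01% Tween-20; HADH2 20 nM; NAD+ 1 mM; beta-hydroxybutyryl-CoA 90 uM (all final). 15 min cpd preincubation, RT.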
Texas Red fluor: compound fluoresces in the Texas Red spectral region; AID 587; max dye-equivalent concentration, M; Compound fluorescence, Texas Red channel, 547/618 nm; active compounds read high; 59,000 compounds, 0.06% hits; in the data active = max dye-equivalent concentration above about 10 nM; inconclusive = between about 1.1 nM and that limit
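qHTS profiling of intrinsic compound fluorescence; 100 mM Tris pH 8.0; 15 min RT; ex 547 / em 618 nm; response expressed as Texas Red dye-equivalent concentration from six-point plate standard.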
CRE-bla Fsk: CRE-bla signaling modulation under forskolin stimulation; CHO CRE-bla reporter (cAMP response element driving beta-lactamase), forskolin EC10, beta-lactamase ratio; Potency, µM (doses to about 38.2 µM), inactives show at the highest dose activity change, negative = inhibition, actives largely listed as activators; 71,000 compounds, 2.5% hits; AID 662; active = well fitted activation curve with a large enough effect in the signal ratio, with a control signal flat, not every such curve was filed as active; inconclusive = small, poorly fitted or top-dose-only effect, or effect the other way, or a change in a side signal; the % refers to the signal ratio; note: potency is the fitted concentration of half-maximal effect; % of control where 0% means no effect
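CRE-bla CHO cells stimulated with EC10 NKH 477 (water-soluble forskolin) and compound titrations, 3 h at 37C; beta-lactamase read with CCF4 after 2 h at room temperature. Activity from 460/530 nm emission ratio, AC50 values for positive or negative modulation.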
The depositor's hits bear a star; [ ] = another dose, or the depositor's remark. Unless noted, calls come from the whole dose curve; as a rule, active = well fitted curve in the direction sought with a large enough effect; inconclusive = small, poorly fitted or top-dose-only effect, or another doubt; inactive = no such curve, though single readings can be large; an effect the other way counts as inactive or inconclusive. This is a subset; the hit share may differ from the screen's.

What do the screens show for `COc1cccc(-n2ccnc2SCC(=O)Nc2cc(OC)ccc2OC)c1`?
Tau filament bind: -4%; FLuc inh: 1%; Pol III holo inh: 2%; Hsp90 Hop PPI: inconclusive; Rhodamine autofl: inactive; ALOX15 inhib: 8%; HBB splice mod: -0.9%; ERK AVP block: 16%; HADH2 inhib: 1%; Texas Red fluor: inactive; CRE-bla Fsk: inconclusive

Results for O=C(Nc1ccc(-c2nc3cccnc3s2)cc1)c1ccc(Br)o1 ?
Tau filament bind: inactive; FLuc inh: -7%; Pol III holo inh: -3%; Hsp90 Hop PPI: -5%; ALOX15 inhib: -1%; HBB splice mod: -0.1%; HADH2 inhib: 27%; CRE-bla Fsk: 6%

How did CCOc1nc(CC)nc(NC(=O)NS(=O)(=O)c2ccccc2Cl)n1 do in these assays?
Tau filament bind: -3%; FLuc inh: 1%; Pol III holo inh: 2%; Hsp90 Hop PPI: -2%; ALOX15 inhib: -6%; HBB splice mod: -6.7%; ERK AVP block: -17%; HADH2 inhib: -2%; CRE-bla Fsk: 8%

What do the screens show for `Cc1noc(C)c1COC(=O)CCCOc1ccc(Cl)cc1Cl`?
Tau filament bind: -16%; FLuc inh: -5%; Pol III holo inh: -14%; Hsp90 Hop PPI: inconclusive; Rhodamine autofl: inactive; ALOX15 inhib: -6%; HBB splice mod: -2.3%[57.5 µM]; ERK AVP block: 76%; HADH2 inhib: 6%; Texas Red fluor: inactive; CRE-bla Fsk: -5%

What do the screens show for `Cc1ccc2cc(CCNC(=O)c3ccc(Br)o3)c(=O)[nH]c2c1`?
Tau filament bind: 7%; FLuc inh: -1%; Pol III holo inh: 1%; Hsp90 Hop PPI: 4%; Rhodamine autofl: inactive; ALOX15 inhib: -6%; HBB splice mod: 0.1%; ERK AVP block: 12%; HADH2 inhib: 30%[activator]; Texas Red fluor: inconclusive; CRE-bla Fsk: inconclusive

What do the screens show for `O=C(c1cc2ccccc2o1)n1nnc2ccccc21`?
Tau filament bind: 1%; FLuc inh: 2%; Pol III holo inh: -5%; Hsp90 Hop PPI: 2%; Rhodamine autofl: inactive; ALOX15 inhib: 5%; HBB splice mod: 0.4%[57.5 µM]; ERK AVP block: -15%; HADH2 inhib: -3%; Texas Red fluor: inactive; CRE-bla Fsk: -6%

Results for Cc1cc2c(c(=O)o1)C1(C(=O)N(C)c3ccccc31)C(C#N)=C(N)O2 (stereo not given) ?
Tau filament bind: -2%; FLuc inh: 0%; Pol III holo inh: -4%; Hsp90 Hop PPI: inconclusive; Rhodamine autofl: inactive; ALOX15 inhib: inconclusive; HBB splice mod: -1.9%; ERK AVP block: 20%; HADH2 inhib: 0%; Texas Red fluor: inactive; CRE-bla Fsk: -5%

Results for COC(=O)C/C=C\[C@@H](C)[C@@H](/C=N\O[C@@H](C)c1cc(-c2c(C)cc(C)cc2C)no1)OC ?
FLuc inh: 1%[11.4 µM]; ALOX15 inhib: -4%[11.4 µM]; HBB splice mod: 2.2%[9.22 µM]; ERK AVP block: 10%[11.5 µM]; HADH2 inhib: 1%[11.4 µM]

How did Cc1ccccc1-c1nc(CS(=O)(=O)CC(=O)NCCN2CCOCC2)c(C)o1 do in these assays?
Tau filament bind: -2%; FLuc inh: 2%; Pol III holo inh: -8%; Hsp90 Hop PPI: -1%; ALOX15 inhib: 2%; HBB splice mod: 0.2%; ERK AVP block: -11%; HADH2 inhib: 5%; CRE-bla Fsk: -6%

What do the screens show for `Cc1nc2cnc(Oc3cccc(Cl)c3)nc2n(CCC#N)c1=O`?
Tau filament bind: -3%; FLuc inh: 1%[11.4 µM]; Pol III holo inh: -7%; Hsp90 Hop PPI: -6%; Rhodamine autofl: inactive; ALOX15 inhib: 0%; HBB splice mod: 0.7%; ERK AVP block: 5%; HADH2 inhib: -1%; Texas Red fluor: inactive; CRE-bla Fsk: -1%

How did Cc1ccc(SCc2[nH]nc3c2C(c2cccnc2)C(C#N)=C(N)O3)cc1 (stereo not given) do in these assays?
Tau filament bind: -13%; FLuc inh: 1%; Pol III holo inh: -8%; Hsp90 Hop PPI: -4%; Rhodamine autofl: inactive; ALOX15 inhib: -7%; HBB splice mod: -1.3%[0.369 µM]; ERK AVP block: -30%; HADH2 inhib: 3%; Texas Red fluor: inactive; CRE-bla Fsk: 7%

Results for Cc1sc2nc(SCc3nnc(-c4cccs4)o3)n(C3CCCC3)c(=O)c2c1C ?
Tau filament bind: 14%; FLuc inh: 0%; Pol III holo inh: -4%; Hsp90 Hop PPI: -3%; Rhodamine autofl: inactive; ALOX15 inhib: -9%; HBB splice mod: -0.9%; ERK AVP block: 16%; HADH2 inhib: 3%; Texas Red fluor: inactive; CRE-bla Fsk: inconclusive

What do the screens show for `O=C(Cc1ccc(S(=O)(=O)N2CCOCC2)s1)Nc1ccc2c(c1)CCC2`?
Tau filament bind: -3%; FLuc inh: -6%; Pol III holo inh: -2%; Hsp90 Hop PPI: -9%; Rhodamine autofl: inactive; ALOX15 inhib: -29%; HBB splice mod: -2.7%; ERK AVP block: 36%[activator]; HADH2 inhib: 8%; Texas Red fluor: inactive; CRE-bla Fsk: 23%

What do the screens show for `CC(C)Cc1cc(C(=O)O)n[nH]1`?
Tau filament bind: 12%; FLuc inh: -18%; Pol III holo inh: -6%; Hsp90 Hop PPI: -3%; Rhodamine autofl: inactive; ALOX15 inhib: 9%; HBB splice mod: 0.0%[57.5 µM]; ERK AVP block: -3%; HADH2 inhib: -10%; Texas Red fluor: inactive; CRE-bla Fsk: -1%

What do the screens show for `CC(C)OC(=O)CSc1nnc(-c2ccc(O)cc2)n1Cc1ccccc1`?
Tau filament bind: 24%; FLuc inh: 25µM*; Pol III holo inh: 0%; Hsp90 Hop PPI: -8%; Rhodamine autofl: inactive; ALOX15 inhib: inconclusive; HBB splice mod: 0.0%; ERK AVP block: inconclusive; HADH2 inhib: -28%; Texas Red fluor: inconclusive; CRE-bla Fsk: 19%

Results for C=CCOc1ccc(C2N3CC4(C)CN2CC(CCC)(C3)C4=O)cc1 (stereo not given) ?
Tau filament bind: -3%; FLuc inh: 0%; Pol III holo inh: -7%; Hsp90 Hop PPI: 10%; Rhodamine autofl: inactive; ALOX15 inhib: -4%; HBB splice mod: -1.2%; ERK AVP block: 18%; HADH2 inhib: -6%; Texas Red fluor: inactive; CRE-bla Fsk: 3%

What do the screens show for `O=C1CC(c2ccco2)Cc2nc(NCC3CCCO3)ncc21` (stereo not given)?
Tau filament bind: -10%; FLuc inh: -1%; Pol III holo inh: 2%; Hsp90 Hop PPI: -4%; Rhodamine autofl: inactive; ALOX15 inhib: 5%; HBB splice mod: 2.9%[0.369 µM]; ERK AVP block: inconclusive; HADH2 inhib: 4%; Texas Red fluor: inactive; CRE-bla Fsk: -6%

How did COc1ccc2c(c1)CCc1c(C(=O)NCCN3CCOCC3)noc1-2 do in these assays?
Tau filament bind: 18%; FLuc inh: -2%; Pol III holo inh: 5%; Hsp90 Hop PPI: 4%; Rhodamine autofl: inactive; ALOX15 inhib: -7%; HBB splice mod: -5.2%; ERK AVP block: -20%; HADH2 inhib: -23%; Texas Red fluor: inactive; CRE-bla Fsk: 35%

Results for CCn1c(SCC(=O)c2ccc3c(c2)OCCO3)nnc1C(C)C ?
Tau filament bind: -3%; FLuc inh: -8%; Pol III holo inh: 2%; Hsp90 Hop PPI: -1%; Rhodamine autofl: inactive; ALOX15 inhib: -11%; HBB splice mod: -2.4%; ERK AVP block: 15%; HADH2 inhib: inconclusive; Texas Red fluor: inactive; CRE-bla Fsk: -8%

What do the screens show for `COc1ccccc1CNc1cc(-c2cccnc2)ncn1`?
Tau filament bind: -5%; FLuc inh: -1%[2.29 µM]; Pol III holo inh: -9%; Hsp90 Hop PPI: -8%; Rhodamine autofl: inactive; ALOX15 inhib: -22%; HBB splice mod: -0.9%; ERK AVP block: -18%; HADH2 inhib: inconclusive; Texas Red fluor: inactive; CRE-bla Fsk: inconclusive

Results for COc1ccc(OC)c2[nH]c(=O)c(CCNS(=O)(=O)c3ccccc3)cc12 ?
Tau filament bind: 0%; FLuc inh: 1%; Pol III holo inh: 0%; Hsp90 Hop PPI: 4%; Rhodamine autofl: inactive; ALOX15 inhib: 3%; HBB splice mod: -3.2%; ERK AVP block: 12%; HADH2 inhib: 1%; Texas Red fluor: inconclusive; CRE-bla Fsk: inconclusive
